# Bioassay records deposited in PubChem BioAssay by The Scripps Research Institute Molecular Screening Center.
# DAX1 inh-1 = blocks DAX1 repression of SF-1 activated StAR promoter; 370,000 tested, 1.1% active; HEK293T StAR-luciferase reporter, SF-1/DAX-1 repression relief; inhibition, % at 6.8 µM; AID 652010;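 active = inhibition above the mean over all tested compounds plus 3 SD, cut at about 3.6% in these data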;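 note: 0% = DAX-1 cells with DMSO and 100% = cells lacking DAX-1 with DMSO; higher inhibition means more luminescence from relief of DAX-1 repression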
# PLC-beta3 inh = PLC-beta3 (human) inhibition, primary screen | Purified PLC-beta3, fluorogenic substrate, fluorescence | inhibition, % at 12.2 µM | 370,000 tested, 0.18% active | AID 720704; in the data active = inhibition above about 11%;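 note: 0% = median of compound wells on plate and 100% = full blocker control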
# ssDAF12 agonist = activates DAF-12 receptor from parasite S. stercoralis. HEK293 ssDAF-12/GRIP1 lit1-tk-luc reporter, luminescence; % of 3 µM dafachronic acid response. activation, % at 6.8 µM. 370,000 tested, 1% active. AID 652126;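 active = activation above the mean over all tested compounds plus 3 SD, cut at about 0.9% in these data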;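 note: 0% = DMSO-only wells and 100% = 3 µM delta7-dafachronic acid wells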
# DAX1 inh-2 = inhibitors of human orphan nuclear receptor DAX1 (NR0B1). P51843. HEK293 Gal4-DAX1 luciferase reporter, luminescence. inhibition, % at 6.75 µM. 340,000 tested, 0.99% active. AID 504766;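 active = inhibition above the mean over all tested compounds plus 3 SD, cut at about 4.2% in these data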;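 note: 0% = DAX1-transfected cells with DMSO and 100% = empty-vector control cells with DMSO; inhibition shows as a rise in luminescence from relieved DAX1 repression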
# ADAM10 inh = inhibitors of human ADAM10; 370,000 tested, 0.62% active; recombinant ADAM10, EDANS/DABCYL FRET peptide cleavage, 3 h; inhibition, % at 7 µM; AID 720582;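 active = inhibition above a per-campaign cutoff equal to the mean of compounds falling between control-based bounds plus 3 SD, cut at about 20% in these data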;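 note: 0% = DMSO wells while the 100% control is not disclosed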
# hcDAF-12 act = activates DAF-12 receptor from parasite H. contortus; activation, % at 6.8 µM; HEK293 hcDAF-12 lit1-tk-luc reporter, luminescence; 0% DMSO, 100% Δ7-dafachronic acid; 370,000 tested, 1.4% active;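 active = activation above the mean of all tested compounds plus 3 SD, cut at about 5.5% in these data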;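 note: 100% = response to 3 µM Δ7-dafachronic acid high control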
# FXN GAA850 act = increases GAA850 frataxin promoter reporter activity | AID 540364 | 360,000 tested, 0.56% active | HEK293 lucGAA850 FXN promoter luciferase reporter, 24 h; percent of 10 µM SAHA response | activation, % at 6 µM;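 active = activation above the average of all compounds screened plus 3 SD, cutoff fixed separately per campaign, cut at about 7.5% in these data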;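 note: 0% = DMSO wells and 100% = 10 µM SAHA wells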
# hgDAF-12 ag = activates the H. glycines DAF-12 receptor ligand-binding domain | HEK293 GAL4-hgDAF12 UAS-luciferase reporter, agonist luminescence; normalized to butyrate control | activation, % at 6.8 µM | 370,000 tested, 1.8% active | AID 687014;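 active = activation above a cutoff set at the mean of all screened compounds plus 3 SD, cut at about 10% in these data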;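 note: 0% = DMSO wells and 100% = sodium butyrate wells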
# PLCg1 inh = PLC-gamma1 (human) inhibition, primary screen; inhibition, % at 12.2 µM; purified PLC-gamma1, fluorogenic substrate, fluorescence; 370,000 tested, 0.84% active; in the data active = inhibition above about 9.5%
# Target sequence (P19174 whole entry, looked up): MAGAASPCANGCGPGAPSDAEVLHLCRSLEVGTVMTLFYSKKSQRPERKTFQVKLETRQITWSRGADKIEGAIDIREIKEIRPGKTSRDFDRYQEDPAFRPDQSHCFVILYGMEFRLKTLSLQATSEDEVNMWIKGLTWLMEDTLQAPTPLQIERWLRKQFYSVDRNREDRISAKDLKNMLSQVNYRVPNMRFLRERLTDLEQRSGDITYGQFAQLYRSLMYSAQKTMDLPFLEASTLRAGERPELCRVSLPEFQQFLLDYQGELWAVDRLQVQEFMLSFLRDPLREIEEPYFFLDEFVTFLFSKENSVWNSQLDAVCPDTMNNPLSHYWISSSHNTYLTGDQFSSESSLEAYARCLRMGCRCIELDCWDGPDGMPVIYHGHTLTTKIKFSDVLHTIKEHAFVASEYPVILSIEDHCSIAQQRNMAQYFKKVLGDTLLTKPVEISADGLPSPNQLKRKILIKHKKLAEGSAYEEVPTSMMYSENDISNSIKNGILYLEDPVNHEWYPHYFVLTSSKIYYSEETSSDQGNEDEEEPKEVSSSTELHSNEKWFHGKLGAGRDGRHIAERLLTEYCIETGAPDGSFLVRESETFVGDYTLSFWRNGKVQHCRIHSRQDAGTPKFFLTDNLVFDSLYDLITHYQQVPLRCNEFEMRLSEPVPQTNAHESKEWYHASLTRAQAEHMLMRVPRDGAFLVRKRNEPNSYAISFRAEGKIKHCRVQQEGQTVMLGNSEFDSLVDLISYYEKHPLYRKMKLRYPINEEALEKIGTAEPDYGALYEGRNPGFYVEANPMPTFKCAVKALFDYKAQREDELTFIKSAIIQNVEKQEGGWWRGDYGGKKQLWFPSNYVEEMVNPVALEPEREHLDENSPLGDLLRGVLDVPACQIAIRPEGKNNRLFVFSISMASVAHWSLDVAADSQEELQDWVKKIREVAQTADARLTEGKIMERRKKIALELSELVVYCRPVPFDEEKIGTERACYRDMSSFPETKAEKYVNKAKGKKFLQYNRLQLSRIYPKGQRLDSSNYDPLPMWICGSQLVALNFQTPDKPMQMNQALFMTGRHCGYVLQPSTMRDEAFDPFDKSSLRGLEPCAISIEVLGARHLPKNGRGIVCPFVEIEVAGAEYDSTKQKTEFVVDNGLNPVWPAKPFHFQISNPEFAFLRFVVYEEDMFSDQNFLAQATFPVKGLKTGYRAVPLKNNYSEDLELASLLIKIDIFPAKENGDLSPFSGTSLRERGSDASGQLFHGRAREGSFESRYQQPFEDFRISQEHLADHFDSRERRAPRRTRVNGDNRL
# HGIII-sPLA2 inh = Blocks human group III sPLA2 activity; QFRET BODIPY PC-A2 liposome hydrolysis, fluorescence; inhibition, % at 12.2 µM; 370,000 tested, 0.56% active;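 active = inhibition above mean plus 3 SD of compounds lying within the high and low control bounds, cut at about 19% in these data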;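 note: 0% = median of test compound wells and 100% = no enzyme DMSO wells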
# ADAM17 inh = ADAM17 inhibition, QFRET primary screen | inhibition, % at 6.95 µM | P78536 | recombinant ADAM17, EDANS/DABCYL FRET peptide cleavage | AID 720648 | 370,000 tested, 0.83% active;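 active = inhibition above the mean of compounds lying between control limits plus 3 SD, set per campaign, cut at about 8.5% in these data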;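 note: 0% = DMSO-only wells as the low control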
# The depositor's hits bear a star; i = inactive; / = no result given.
Structure	DAX1 inh-1	PLC-beta3 inh	ssDAF12 agonist	DAX1 inh-2	ADAM10 inh	hcDAF-12 act	FXN GAA850 act	hgDAF-12 ag	PLCg1 inh	HGIII-sPLA2 inh	ADAM17 inh
COc1ccc(/C=C2\SC(=S)N(CCC(=O)NC3C=CS(=O)(=O)C3)C2=O)cc1 (stereo not given)	-5.5	2	-2.5	-1.0	7	-5.1	-2.2	-11	3	-1	8
COC(=O)C1=C(C(=O)OC)[C@]2([C@H]3CC=CCN[C@@H](Cc4ccccc4)C(=O)N3Cc3ccccc3)C=C[C@H]1O2	-1.1	1	-1.1	-0.8	19	-2.6	-5.7	1.2	1	-2	4
O=C(CC(=O)N/N=C/c1c(Cl)cccc1Cl)NCc1cccnc1	-0.6	-6	-1.2	0.1	-9	-1.3	2.5	0.6	-4	-6	-3
Cc1cc(C)cc(NC(=O)COC(=O)[C@@H](NC(=O)c2ccco2)C(C)C)c1	-0.3	-1	-1.0	0.1	-10	0.3	0.5	-0.8	0	-9	-4
CCOC(=O)C1=C(O)CSC1=Nc1ccccc1	-0.1	3	-1.5	-0.7	3	-0.9	2.1	-3.1	4	-11	2
Cc1c(C#N)c(=O)oc2ccc3ccccc3c12	0.5	-327	-0.8	2.3	i	-1.3	-0.4	-0.9	-267	-2	-240
COC(=O)c1c(C(=O)OC)c2cccc3cc(-c4ccccc4)c4ccc1c4n32	-0.2	-7	-1.0	1.1	-1	-0.9	2.0	1.8	-5	-2	-7
C=CCNC(=O)c1ccc(Sc2ccccc2)c([N+](=O)[O-])c1	-1.1	-3	-0.9	0.1	3	-1.9	-0.1	2.0	0	-3	-2
Cc1nc2scc(C)n2c(=O)c1S(=O)(=O)Nc1ccc(N2CCN(C(=O)C(C)C)CC2)cc1	-1.8	-4	-1.2	-0.9	-18	-2.0	-0.8	-1.8	-3	9	-2
CCCCOc1cccc(C(=O)NNC(=S)NC2CCCCC2)c1	-0.5	-37	-1.4	-0.5	5	0.0	-0.5	-1.7	1	-10	5
COc1ccc(-c2nn(-c3ccccc3)cc2C(=O)NC2CC2)cc1	1.4	1	-0.9	0.5	2	-2.8	1.4	-1.4	3	3	5
COc1ccccc1C(=O)NC(=S)Nc1ccc(N2CCOCC2)c(Cl)c1	0.3	1	-1.2	1.0	1	0.2	3.5	4.3	-3	-1	3
O=C(CCN1CCN(S(=O)(=O)c2ccc(Cl)cc2)CC1)Nc1ccc(F)cc1	-3.6	3	-1.4	-0.8	-3	-2.3	1.2	-0.9	1	-4	1
O=C(NNC(=O)c1ccc(Cl)cc1Cl)c1cccs1	3.4	5	-0.2	2.4	16	4.1	4.2	19*	2	-1	5
Cc1ccc2nc(SCC(=O)NC3CCCCC3)nc(=O)n2c1	0.3	-8	-1.2	1.6	-50	-1.6	0.6	-0.6	-4	-5	-18
CC(C)CCn1c(N2CCCC2)nc2c1c(=O)n(C)c(=O)n2C	-0.3	-3	-2.0	0.3	-1	-0.8	1.6	0.9	-1	1	-2
CCC(C)(C)NC(=O)C(c1ccc(F)cc1)N(Cc1cccc(OC)c1)C(=O)c1cnccn1 (stereo not given)	0.1	2	-1.2	-0.4	3	1.4	1.0	-0.4	0	-3	0
CCCCCCC(=O)Nc1c2c(nc3ccccc13)N(C)CC2	-0.4	-58	-0.6	-1.0	-321	-1.3	1.7	-1.1	-60	-22	-107
CCC(C)Nc1cc(C)nc2ncnn12 (stereo not given)	-0.2	0	-1.0	1.9	-9	-0.5	0.1	1.6	2	2	-2
CS(=O)(=O)N(CC(=O)Nc1ccc2c(c1)OCCO2)Cc1ccc(Cl)cc1	-0.8	-1	-2.1	-0.5	5	-1.3	-3.7	-3.2	3	-3	4
O=C(NC(=S)Nc1ccccc1Br)C1CC1	0.7	-5	-1.2	0.7	0	0.2	5.7	3.4	-3	14	-4
Cc1cccc(OCCSc2nc3c([nH]2)c(=N)ncn3Cc2ccccc2)c1	-0.3	2	-1.3	0.9	3	-1.2	4.5	-2.1	2	-5	0
CC(=O)CC(=O)Nc1ncccn1	0.1	1	-0.9	0.2	-2	1.1	1.3	-2.4	0	-2	-1
O=c1cc(CCl)nc(Cc2c(Cl)cccc2Cl)[nH]1	-1.0	2	-0.9	-0.4	7	-0.7	-6.2	0.3	6	2	-2
Cc1cc(OCC(=O)C(C)(C)C)c2c(-c3ccccc3)cc(=O)oc2c1	-0.7	-111	-1.0	-1.4	-14	-0.3	1.8	-2.2	-75	-5	-11

# (list continues)
Structure	DAX1 inh-1	PLC-beta3 inh	ssDAF12 agonist	DAX1 inh-2	ADAM10 inh	hcDAF-12 act	FXN GAA850 act	hgDAF-12 ag	PLCg1 inh	HGIII-sPLA2 inh	ADAM17 inh
CCN(CC)C(=O)Cn1cc(S(=O)(=O)CC(=O)Nc2ccccc2C)c2ccccc21	-0.2	-6	-1.0	0.8	-3	-1.4	1.8	-4.0	1	8	-8
CC[C@@H]1Cc2[nH][nH]c(=O)c2[C@H](c2ccc(Cl)cc2)O1	-1.8	2	-0.8	/	5	1.1	/	0.7	1	-17	-2
Cc1cc(-n2nnc3ccccc32)nc2ccccc12	-0.2	0	-1.2	0.1	-9	2.5	3.3	-0.5	-4	-4	-5
CC(=O)Nc1ccc(C(=O)NCCCOC(C)C)cc1	1.7	1	-1.4	-0.7	0	0.9	-0.8	0.9	1	0	-3
COc1ccc(OC(=O)COc2ccc(C)cc2)cc1	-0.5	2	-0.6	-0.6	1	0.3	1.0	1.0	0	-4	1
COc1cccc(OC)c1C(=O)Nc1sc2c(c1C#N)CCC2	-0.2	-77	-1.9	0.0	-4	-1.9	0.1	-0.1	-61	5	-4
CC(C)c1ccc(N(CC(=O)NCCCN2CCOCC2)S(=O)(=O)c2ccccc2)cc1	-0.1	-1	-1.2	-0.3	-5	-1.1	1.2	0.4	-2	7	-4
CC(OC(=O)CCCc1nc2ccccc2s1)C(N)=O (stereo not given)	-0.1	3	-1.0	-0.5	12	-0.5	-0.1	0.3	5	2	-1
Cc1ccc(-n2cccc2/C=C2/C(=N)N3C(=NC2=O)SN=C3S(C)(=O)=O)cc1Cl	-0.2	-69	-1.0	-0.5	9	0.5	0.1	-2.2	-51	-9	7
CCOc1ccccc1NC(=O)C1CCCN(S(C)(=O)=O)C1 (stereo not given)	0.3	-4	-1.5	-1.5	6	-0.4	1.5	0.1	-4	12	-4
Cc1sc2nc(SCc3nc(-c4cccs4)no3)n(-c3ccccc3)c(=O)c2c1C	0.3	1	-1.1	-0.6	-4	-2.1	4.9	1.3	-1	6	-1
CC(C)(C)Sc1ccccc1S(=O)(=O)C(C)(C)C	0.5	-6	-1.5	-1.2	1	-0.5	0.0	-1.2	0	-1	-2
COc1ccc(N/C(N)=N/c2nc(CSc3nnc(C)s3)cc(=O)[nH]2)cc1	-2.0	1	-1.3	-1.2	-2	-1.5	-4.3	-0.1	3	-2	-3
CN1C(=O)/C(=C/c2ccc(OCc3ccccc3F)cc2)NC1=S	1.1	-2	-1.2	0.4	7	0.6	1.9	-0.8	0	3	0
Cc1nc(C)c(C(=O)N2CCCC(C(=O)c3cc(F)ccc3F)C2)s1 (stereo not given)	-0.2	-5	-0.9	1.4	4	-0.1	1.8	2.5	0	-2	-1
CC(C)Cn1c(N)c(C(=O)COC(=O)[C@@H]2CCCN2C(=O)c2cccs2)c(=O)n(C)c1=O	-0.8	-1	-1.3	-1.3	-5	-1.4	1.3	-3.4	9	1	-4
CC(C)C[C@H]1CNC(=S)N1CC1CCCN1C[C@H](Cc1ccc(O)cc1)N1C[C@H](Cc2ccccc2)N(CC2CCCCC2)C1=S (stereo not given in full)	0.7	2	-0.5	-1.5	-8	0.1	-1.5	-2.3	-2	-10	-3
COc1ccc(-n2c(SCCC#N)nnc2-c2cc(Cl)ccc2OC)cc1Cl	-0.7	0	-1.0	-0.1	-2	-1.7	-3.6	6.3	-1	-17	5
Cc1ccc(S(=O)(=O)N2CCCCC2C(=O)O)s1 (stereo not given)	-0.2	4	-1.4	-0.9	2	-0.8	0.5	-1.9	7	7	0
O=C(O)CC(SCC(=O)Nc1ccc(Cl)c(S(=O)(=O)N2CCOCC2)c1)C(=O)O (stereo not given)	0.0	-3	-1.4	0.1	-1	0.5	0.3	-3.2	2	-1	-4
C=CCn1c(=O)c2c(C)c(C)sc2n2c(Nc3ccc(OC)cc3)nnc12	-1.0	3	-1.6	-1.0	4	-2.9	4.3	-4.7	0	-9	0
O=C(COc1ccc(F)cc1)Nc1c(C(=O)N2CCC(N3CCCCC3)CC2)oc2ccccc12	0.6	-8	-0.8	0.4	4	1.9	-0.8	-1.0	2	6	-2
Oc1[nH]c2ccccc2c1C=Nc1ccccc1	2.8	-5	1.6*	13*	-6	8.3*	6.8	21*	1	-9	-2
Fc1ccc(-n2cc(-c3ccccc3)c3c(=S)nc[nH]c32)cc1	-1.5	-15	-1.4	0.7	16	-1.2	8.5*	-2.8	-1	-1	3
COc1ccc(S(=O)(=O)N2CCC(C(=O)Nc3cc(Cl)ccc3N3CCOCC3)CC2)cc1OC	0.6	-1	-1.6	1.0	6	-0.6	-9.3	1.7	-3	-4	-1

# Going on with the list.
Structure	DAX1 inh-1	PLC-beta3 inh	ssDAF12 agonist	DAX1 inh-2	ADAM10 inh	hcDAF-12 act	FXN GAA850 act	hgDAF-12 ag	PLCg1 inh	HGIII-sPLA2 inh	ADAM17 inh
CCOc1cc(/C=N/O)cc(Br)c1OC	0.2	1	-1.6	-0.3	4	-1.4	1.7	3.9	0	-2	-2
NC(=O)CC(NC(=O)c1ccc(Br)cc1)c1ccc(N2CCCCCCC2)c([N+](=O)[O-])c1 (stereo not given)	-1.2	4	-1.7	1.0	23*	-3.1	3.1	-5.6	7	0	10*
Clc1ccccc1OCCCCn1ccnc1	-0.6	1	-2.1	1.6	-1	-1.7	5.0	0.2	-2	-16	1
CC(C)c1ccc(/C=N/N2CCCCC2)cc1	-0.4	2	0.0	1.0	-3	-0.8	0.9	6.8	-2	-1	1
O=C(c1cccc(S(=O)(=O)N2CCCCC2)c1)N1CCN(Cc2ccccc2)CC1	-0.8	-5	-1.3	-0.9	-4	-1.4	-2.2	2.1	2	-5	0
Cc1ccc2c(c1)C(=O)N1[C@H]3c4cc(Cl)ccc4OC[C@@H]3[C@H](c3ccccc3)[C@]1(C)C(=O)N2	0.3	-3	-0.9	-1.3	5	1.4	-9.1	1.4	0	5	-2
CCCn1c(N)c(N(CCOC)C(=O)c2ccccc2)c(=O)[nH]c1=O	0.2	-6	-0.9	-1.6	4	1.7	-0.3	-2.2	-1	12	-5
COCCN1C(=O)C(C(=O)OC)CC2=C1CC(C)(C)CC2=O (stereo not given)	-0.7	0	-0.9	-1.3	-7	0.3	0.3	6.5	-2	-11	-1
O=C(NC(NC(=S)Nc1ccc(Cl)c(Cl)c1)C(Cl)(Cl)Cl)c1ccco1 (stereo not given)	-0.5	6	-1.1	-0.4	29*	0.6	-0.8	2.0	2	-10	9
COC(=O)[C@]12CCCCC=C1N(Cc1ccc(Cl)cc1Cl)C(=O)[C@H](CC(=O)NCC13CC4CC(CC(C4)C1)C3)C2	0.2	0	-1.6	/	-2	-1.9	/	-3.2	0	-2	-1
